GRK2 inh – inhibitors of human GRK2 displacing RNA aptamer; P25098; bead flow cytometry, FAM-aptamer displacement from GRK2; inhibition of aptamer binding, % at 10 µM; 330,000 compounds, 0.59% hits; AID 488847;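 active means inhibition of aptamer binding above 40%, roughly 3 SD of noise, on plates passing a quality check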;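 further: median bead fluorescence of bound FAM aptamer so fluorescent compounds give negative values; no value below 0 was filed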
Target sequence (P25098 whole entry, looked up): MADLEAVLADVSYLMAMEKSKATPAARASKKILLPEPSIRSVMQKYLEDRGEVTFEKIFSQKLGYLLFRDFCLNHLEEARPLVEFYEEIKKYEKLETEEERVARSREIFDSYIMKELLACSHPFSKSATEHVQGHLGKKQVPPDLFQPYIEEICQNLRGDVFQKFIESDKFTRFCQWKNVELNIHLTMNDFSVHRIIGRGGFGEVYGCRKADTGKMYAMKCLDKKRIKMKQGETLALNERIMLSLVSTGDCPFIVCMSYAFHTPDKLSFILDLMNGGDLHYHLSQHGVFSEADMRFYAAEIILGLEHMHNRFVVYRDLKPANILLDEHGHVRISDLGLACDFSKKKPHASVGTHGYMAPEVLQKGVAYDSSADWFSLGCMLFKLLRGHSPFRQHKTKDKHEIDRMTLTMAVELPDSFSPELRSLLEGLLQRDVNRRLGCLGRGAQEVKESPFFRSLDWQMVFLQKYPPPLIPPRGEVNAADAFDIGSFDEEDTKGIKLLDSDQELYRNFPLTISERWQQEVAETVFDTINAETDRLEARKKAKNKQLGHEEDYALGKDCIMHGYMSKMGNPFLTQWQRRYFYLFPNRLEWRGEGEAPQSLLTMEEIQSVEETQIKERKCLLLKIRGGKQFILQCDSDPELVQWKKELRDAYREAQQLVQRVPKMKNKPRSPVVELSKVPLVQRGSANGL
Bcl-xL primary – inhibitors of human Bcl-xL; Q07817; 320,000 compounds, 0.7% hits; GST-Bcl-xL / FITC-Bim BH3 peptide fluorescence polarization; inhibition, % at 10.9 µM;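 active means inhibition above the mean of all tested compounds plus 3 SD, cutoff set per campaign, cut at about 30% in these data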;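 further: 0% = DMSO wells and 100% = unlabeled Bim-BH3 peptide competitor; inhibitors lower millipolarization by displacing the labeled peptide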
Target sequence (Q07817 whole entry, looked up): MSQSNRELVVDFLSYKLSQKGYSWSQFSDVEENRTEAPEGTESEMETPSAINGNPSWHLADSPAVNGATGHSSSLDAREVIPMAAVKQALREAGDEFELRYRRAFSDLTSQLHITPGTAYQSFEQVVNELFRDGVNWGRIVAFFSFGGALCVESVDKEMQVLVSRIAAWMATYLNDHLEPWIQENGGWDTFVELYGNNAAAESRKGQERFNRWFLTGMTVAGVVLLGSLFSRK
MEX-5 binding – C. elegans MEX-5 TCR-2 RNA binding activity. Q9XUB2. MEX-5/FITC-TCR2 RNA binding, fluorescence polarization; hits give low values. activity score (negative = inhibition of binding), % at 10 µM. 300,000 compounds, 0.38% hits;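 active means inhibition past about -25% in most replicates, and total fluorescence under double the plate's negative control median, limit read from the data; inconclusive means replicates evenly split on the limit, or fluorescence at least double controls; inactive means too little inhibition in most replicates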;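 further: 0% = DMSO and -100% = 5 µM competing unlabeled TCR2 RNA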
CIT2 TOR yeast – modulators of TOR pathway CIT2-GFP in S. cerevisiae | S. cerevisiae CIT2-GFP strain, flow cytometry, 3 h; 100 means same as DMSO wells | GFP response vs DMSO, % at 10 µM | 320,000 compounds, 0.065% hits | AID 2029;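 active means GFP response relative to DMSO above a set limit, near the screen mean plus 3 SD, cut at about 150% in these data; inconclusive means Fewer than 70 cells measured for a yeast strain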;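 further: ratio of well median GFP fluorescence to mean of DMSO wells on the plate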
VLA-4 inh – inhibition in a human VLA-4 binding assay. P13612. VLA-4 expressing cells, ligand binding flow cytometry. inhibition, % (about 7 µM as worked out from the volumes in the protocol). 330,000 compounds, 0.2% hits. AID 2557; in the data active means inhibition above about 50%
AGP1-GFP MLPCN – yeast TOR pathway AGP1-GFP modulation | 320,000 compounds, 0.02% hits | S. cerevisiae AGP1-GFP multiplex flow cytometry, 3 h; GFP as percent of DMSO wells | AID 2066 | GFP response vs DMSO, % at 10 µM;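 active means GFP response relative to DMSO above a set limit, near screen average plus 3 SD, cut at about 150% in these data; inconclusive means fewer than 70 cells counted for the yeast strain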;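 further: median GFP channel fluorescence of the gated AGP1 strain per well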
CR mimetic SO – lowers age-related superoxide in aged yeast cells; S. cerevisiae aged cells, superoxide DHE fluorescence; hits give low values; superoxide response (% of plate mean), % at 10 µM; 330,000 compounds, 0.18% hits;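 active means superoxide response under a set limit, about three screen SD below normal, cut at about 65% in these data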;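 further: yeast aged for seven days with compound at 30 °C before DHE staining; 100% = average MFI of all compound-treated wells on the plate with controls excluded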
GLD-1 TGE inh – GLD-1-TGE RNA interaction inhibition (C. elegans); AID 2280; inhibition, % at 5.96 µM; Q17339; 320,000 compounds, 0.44% hits; purified GLD-1 + fluorescein TGE RNA, fluorescence polarization;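 active means percent inhibition above a per-plate cutoff, the plate mean of test compounds plus 3 SD, cut at about 30% in these data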;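 further: 0% = DMSO wells with GLD-1 and probe and 100% = wells lacking GLD-1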
MCL1 BIM primary – MCL1-BIM-BH3 interaction inhibition (human) | 320,000 compounds, 0.68% hits | GST-MCL1 / FITC-Bim-BH3 fluorescence polarization | Q07820 | inhibition, % at 10.9 µM;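 active means inhibition above the mean inhibition of all tested compounds plus 3 SD, set per campaign, cut at about 40% in these data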;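 further: 0% = DMSO wells and 100% = unlabeled Bim-BH3 peptide control; higher means more loss of mP so more displacement of Bim peptide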
Active calls of the source: *; ? = inconclusive; · = not tested or not shown; [ ] = remark or other dose. Not all compounds are listed; the hit share may differ from the screen's.

Second line of a record: CR mimetic SO	MCL1 BIM primary	VLA-4 inh	CIT2 TOR yeast	MEX-5 binding	GLD-1 TGE inh	Bcl-xL primary	AGP1-GFP MLPCN	GRK2 inh
1) CC(C)(C)C(=O)OC[N+](C)(C)CCOC(=O)C(O)(c1ccccc1)C1CCCC1 (stereo not given)
  94	1	1	97	4.0	-3	3	102	2
2) CN1CCc2nc3sc(C#N)c(N)c3c(-c3cccs3)c2C1
  111	22	-21	106	-0.1	4	20	103	1
3) CN1C(=O)/C(=C/C=C/c2ccco2)C(=O)NC1=S
  94	30	-9	91	-80*	-8	16	81	2
4) Cc1ccc(-n2c(O)c(/C=N/NC(=O)c3ccncc3)c(=O)[nH]c2=O)cc1
  97	-28	-1	99	5.9	-34	-20	105	1
5) CC(c1ccccc1)[n+]1ccccc1 (stereo not given)
  99	1	0	102	2.6	7	1	86	0
6) Nc1c2c(nc3sc4c(c13)CCCCC4)CCCC2
  112	3	-3	114	-0.4	0	7	109	2
7) O=C(/C=C/c1ccccc1)NCCc1cnc[nH]1
  76	-3	-4	97	0.7	6	-3	98	3
8) COc1ccc(C2SCC(=O)Nc3c2c(C)nn3-c2ccccc2)cc1OC (stereo not given)
  87	0	15	104	2.8	3	9	104	1
9) COc1ccccc1OCC(=O)N1CCN(Cc2ccc3c(c2)OCO3)CC1
  93	1	5	113	2.5	-4	2	105	1
10) CCOC(=O)C(O)(c1ccc(NC(=O)NC)cc1)C(F)(F)F (stereo not given)
  93	-1	1	·	0.6	6	1	·	2
11) CC(=O)C1C(=O)NC23CCCCC2C1c1ccccc1O3 (stereo not given)
  104	-8	6	92	-1.1	1	1	93	0
12) CCSc1nnc(C(N)Cc2ccccc2)o1 (stereo not given)
  99	1	19	106	1.3	0	-3	104	4
13) CCOC(=O)C1(c2ccccc2)CCN(CCC(=O)Nc2ccc(F)cc2)CC1
  99	7	20	103	·	1	2	97	0
14) CCC(=O)OC1(c2ccccc2)C(C)CN(C)CC1C (stereo not given)
  91	4	2	99	-0.2	-2	5	98	1
15) O=C1CCCN1C(=O)c1cncc(Br)c1
  109	-2	-11	111	1.5	-2	0	107	0
16) Cc1cc(C(=O)N=Nc2c(O)n(C)c3ccccc23)c(C)o1
  97	-7	15	98	-1.2	7	-3	96	0
17) COc1ccc(-c2nn(CCC#N)cc2C(=O)Nc2ccccc2Br)cc1
  101	8	-7	109	-0.9	4	4	106	2
18) O=c1[nH]c(=S)n(CCC2=CCCCC2)c(O)c1C=NCCCn1ccnc1
  96	-5	-4	103	-6.4	-11	0	99	0
19) CN(C)C(=O)Oc1ccc(-c2cn3cc(C(F)(F)F)ccc3n2)cc1
  87	2	10	97	2.0	-1	7	94	1
20) Cc1nn(Cc2ccc(Cl)cc2Cl)c(Cl)c1C(=O)Nc1ccc(OC(F)F)cc1
  107	-17	8	101	-2.1	2	-4	99	0
21) COc1cc2c(cc1OC)[C@@]13CCN4CC5=CCO[C@H]6CC(=O)N2[C@H]1[C@H]6[C@H]5C[C@H]43
  92	1	4	100	0.9	3	2	99	0
22) Cc1ccccc1-n1c(O)c(C=Nc2ccc(N(C)C)cc2)c(=O)[nH]c1=O
  100	16	4	106	-2.8	-5	11	104	7
23) O=C1CN=C(c2cccc(Br)c2)c2cc(Br)ccc2N1
  122	-2	13	107	1.9	0	5	102	0
24) O=C(O)c1cccc2nc3ccccc3nc12
  191	3	-19	85	0.5	7	1	107	0
25) O=[N+]([O-])c1ccc(N2CCNCC2)cc1Sc1ccccn1
  106	3	-8	104	2.5	-2	1	93	0
26) CCCCn1c(O)c(C(C)=NCCc2ccccc2)c(=O)[nH]c1=O
  110	0	-18	100	-1.4	0	2	96	4
27) CC(C)COc1ccc(C2(C#N)CC[N+](C)(C)CC2)cc1
  110	-10	-7	107	1.8	0	-3	·	0
28) CNCCc1nc(N)n[nH]1
  84	0	-6	·	5.4	2	0	100	4
29) Cc1cc(OCC(=O)N2CCC(C(N)=O)CC2)c2c3c(c(=O)oc2c1)CCCC3
  89	1	6	106	2.0	3	-4	107	0
30) O=C1NC(=O)N(c2cccc(F)c2)C(=O)/C1=C/c1ccc(N2CCOCC2)cc1
  110	-9	28	95	-3.0	-5	-10	101	1

Nothing new here: entries from further up.
Second line of a record: CR mimetic SO	MCL1 BIM primary	VLA-4 inh	CIT2 TOR yeast	MEX-5 binding	GLD-1 TGE inh	Bcl-xL primary	AGP1-GFP MLPCN	GRK2 inh
1) CC(C)(C)C(=O)OC[N+](C)(C)CCOC(=O)C(O)(c1ccccc1)C1CCCC1 (stereo not given)
  94	1	1	97	4.0	-3	3	102	2
2) CN1CCc2nc3sc(C#N)c(N)c3c(-c3cccs3)c2C1
  111	22	-21	106	-0.1	4	20	103	1
3) CN1C(=O)/C(=C/C=C/c2ccco2)C(=O)NC1=S
  94	30	-9	91	-80*	-8	16	81	2
4) Cc1ccc(-n2c(O)c(/C=N/NC(=O)c3ccncc3)c(=O)[nH]c2=O)cc1
  97	-28	-1	99	5.9	-34	-20	105	1

Sorted by molar mass (low to high): some entries from above
Second line of a record: CR mimetic SO	MCL1 BIM primary	VLA-4 inh	CIT2 TOR yeast	MEX-5 binding	GLD-1 TGE inh	Bcl-xL primary	AGP1-GFP MLPCN	GRK2 inh
15) O=C1CCCN1C(=O)c1cncc(Br)c1
  109	-2	-11	111	1.5	-2	0	107	0
9) COc1ccccc1OCC(=O)N1CCN(Cc2ccc3c(c2)OCO3)CC1
  93	1	5	113	2.5	-4	2	105	1
29) Cc1cc(OCC(=O)N2CCC(C(N)=O)CC2)c2c3c(c(=O)oc2c1)CCCC3
  89	1	6	106	2.0	3	-4	107	0

Structures shown so far that have a thiophene ring, fused or not, in the order listed:
Second line of a record: CR mimetic SO	MCL1 BIM primary	VLA-4 inh	CIT2 TOR yeast	MEX-5 binding	GLD-1 TGE inh	Bcl-xL primary	AGP1-GFP MLPCN	GRK2 inh
2) CN1CCc2nc3sc(C#N)c(N)c3c(-c3cccs3)c2C1
  111	22	-21	106	-0.1	4	20	103	1
6) Nc1c2c(nc3sc4c(c13)CCCCC4)CCCC2
  112	3	-3	114	-0.4	0	7	109	2

Continuation.
Second line of a record: CR mimetic SO	MCL1 BIM primary	VLA-4 inh	CIT2 TOR yeast	MEX-5 binding	GLD-1 TGE inh	Bcl-xL primary	AGP1-GFP MLPCN	GRK2 inh
31) O=C(c1cc2c(s1)-c1ccccc1OC2)N1CCC2(CC1)OCCO2
  94	2	-14	97	-0.1	-5	6	103	1
32) COC(=O)C1=CO[C@@H](C)[C@@H]2CN3CC[C@@]4(C(=O)Nc5ccccc54)[C@@H]3C[C@H]12
  98	6	2	99	2.2	-3	3	97	0
33) CCCCCc1nc2c(c(=O)c3ccccc3n2C)c(=O)n1C1CCCCCC1
  111	-2	-5	92	6.5	-1	1	93	1
34) CCS(=O)(=O)N1CCC(C(=O)N2CCC3(CC2)OCCO3)CC1
  105	1	9	100	0.4	3	-1	110	0
35) CN1C(=O)c2ccccc2Sc2ccc(C(=O)N3CCC4(CC3)OCCO4)cc21
  128	4	8	107	-0.5	1	3	96	0
36) Cc1ccc(OP(N)(=O)Oc2ccc(C)cc2)cc1
  98	1	9	93	0.0	8	5	99	0
37) Cn1c(NN=O)nc2ccccc21
  106	1	3	101	-2.6	-15	1	98	0
38) OC(c1ccccc1)(c1ccccc1)C1CCNCC1
  87	4	12	88	2.2	3	11	90	0
39) CCCCCSc1cc(OC)c(CCNC)cc1OC
  141	1	17	98	1.1	4	4	101	0
40) Cc1ccc(N2C(=O)/C(=C/c3ccc(CN(CCC#N)S(C)(=O)=O)o3)C(=O)NC2=S)cc1C
  100	28	-8	?	-2.4	10	14	23[may fluoresce violet]	8
41) COc1ccc([C@@H](O)[C@@H](N)c2ccccc2)cc1
  102	-4	3	101	-0.7	2	6	98	0
42) Cc1ccc(-n2c(-c3cccs3)nc3ccccc3c2=O)cc1
  102	2	7	100	-0.6	0	1	100	0
43) COCCNC(=O)N1[C@H]2CC[C@@H]1C(C(=O)OC)=C(c1cccc(C#N)c1)C2
  112	1	4	94	·	-5	3	95	2
44) Cc1cc(C)cc(N2C(=O)NC(=O)/C(=C\c3cc(C)n(C)c3C)C2=O)c1
  100	-4	22	100	?	-1	1	100	4
45) COc1cc2c(cc1OC)CC[N+](C)=C2
  70	-18	3	101	0.7	0	-14	105	0
46) Cc1ccccc1OCCCn1cc(C(=O)C(=O)N2CCOCC2)c2ccccc21
  101	-1	-8	96	4.4	-5	1	103	2
47) CCCCCCn1c(=O)c(C(=O)Nc2ncccc2C)c(O)c2ccccc21
  100	5	3	102	0.1	3	-1	106	0
48) CC/C=C/CC(=O)N[C@@H](c1ccccc1)[C@@H](O)C(=O)O[C@H]1C[C@@]2(O)[C@@H](OC(=O)c3ccccc3)C3[C@](C)(C(=O)[C@H](OC(C)=O)C(=C1C)C2(C)C)[C@@H](O)C[C@H]1OC[C@@]31OC(C)=O (stereo not given in full)
  104	-1	4	98	-0.4	8	1	99	4
49) O=C(/C=C/c1ccc(Cl)cc1)NC(=S)N1C[C@H]2C[C@H](C1)c1cccc(=O)n1C2
  96	9	5	110	0.8	-1	4	111	0
50) C=CCN1C(=O)NC(=O)/C(=C/c2cnc(SC)nc2)C1=O
  94	-9	20	110	7.9	11	0	116	0
51) CC/C(=C\C=C\[C@@H]1C=C[C@@H]2CCC[C@H]2[C@@H]1C(=O)c1ccc[nH]1)[C@@H]1O[C@@H]([C@@H](C)C(=O)O)CC[C@@H]1C
  88	32	1	101	?	14	34*	102	3
52) CN(C)C(=O)Oc1cccc2c(OC(=O)N(C)C)cccc12
  105	6	-22	107	2.5	4	2	103	5
53) O=C(NCc1ccccn1)c1ccccc1Cl
  87	9	-8	?	-0.5	4	1	?	1
54) CC1CCC(N(C)C2CCN(C)CC2)CC1 (stereo not given)
  102	0	5	104	-1.4	-5	2	102	0
55) O=C(CNS(=O)(=O)c1cccs1)N1CCC2(CC1)OCCO2
  96	0	4	93	0.2	-7	-2	100	0
56) COc1ccc(CC[n+]2cc(/N=C(\C)[O-])on2)cc1OC
  95	8	-8	105	1.1	0	0	106	0
57) CC(Cc1ccccc1)NC(=O)c1ccc(N)cc1 (stereo not given)
  99	2	17	102	-1.3	-2	-1	94	1
58) COC(=O)C1=C(c2ccccc2)C[C@@H]2CC[C@H]1N2C(=O)NC1CC1
  89	0	2	100	1.0	7	-1	104	0
59) CC(=O)c1cn(CC(=O)NCCc2c[nH]c3ccccc23)c2ccccc12
  96	-3	7	97	1.3	-9	-1	95	0

Only MCL1 BIM primary and VLA-4 inh, for some of the entries so far:
no.	SMILES	MCL1 BIM primary	VLA-4 inh
25	O=[N+]([O-])c1ccc(N2CCNCC2)cc1Sc1ccccn1	3	-8
50	C=CCN1C(=O)NC(=O)/C(=C/c2cnc(SC)nc2)C1=O	-9	20
